HSF1 inhib = HSF1 inhibitors in luciferase reporter cells, primary screen, cell-based, NIH3T3, luminescence | AID 2098, 2009 | NIH3T3-HGL HSE-luciferase, MG132-induced, luminescence 8 h; active compounds read low | 0.77% of 300,000 active | activity change, negative = inhibition, % at 7.5 µM (by protocol);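 active means more than half of replicate wells show activity change below -50%, luminescence cut by over half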;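 further: luciferase reports HSF-1 transcriptional activity via heat shock element; 0% = median of DMSO wells and -100% = zero luminescence signal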
IEC-6 cytotox = cytotoxicity in IEC-6 intestinal epithelial cells, primary screen, cytotoxicity control for KLF5 inhibitor project, cell-based, luminescence; AID 1825, 2009; IEC-6 cytotoxicity, luminescence viability; 0.78% of 290,000 active; inhibition, % at 5 µM; in the data active means inhibition above about 22%;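 further: 0% = plate median of test compound wells and 100% = cytotoxic reference compound wells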
HIF act = HIF pathway transcriptional activators, primary screen, cell-based, U2OS HRE-luciferase, luminescence. U2OS HRE-luciferase reporter; normalized: DMSO 0%, desferrioxamine 100%. activation, % at 7.5 µM (by protocol). 0.32% of 300,000 active;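 active means mean activation of at least 10% of the iron chelator positive control signal, with at least half of replicates also reaching 10%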
AI-2 QS mod = Vibrio harveyi AI-2 quorum sensing modulators, primary screen, JMH597 strain, luminescence/OD600 ratio | AID 2094, 2009 | activity change, % at 7.5 µM | Vibrio harveyi JMH597 AI-2 luminescence/OD600 ratio, 9 h; active compounds read low; strain lacks LuxN and CqsS sensors; 0 = neutral-control median | 0.4% of 300,000 active; in the data active means activity change below about -75%, passing the limit was not always enough;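 further: luminescence divided by OD600 gain over 9 h not by final OD600 alone; inactives centre near 13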
KLF5 inh = KLF5 expression inhibitors, primary screen, DLD-1 cells, luminescence. DLD-1 KLF5 promoter-luciferase reporter. inhibition, % at 5 µM. 0.23% of 290,000 active. AID 1700, 2009;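 active means inhibition above a per-plate limit of that plate's mean compound inhibition plus 3 SD, cut at about 60% in these data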;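 further: 0% = DMSO wells and 100% = LY294002 at 200 µM; higher means less KLF5 promoter-driven luciferase light; inactives centre near -14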
Platelet DG rel = inhibitors of platelet dense granule secretion, primary screen, cell-based, MLPCN, human platelets; 0.22% of 300,000 active; human platelet-rich plasma, SFLLRN dense granule ATP release, luminescence; AID 1663, 2009; inhibition, %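 (compounds screened at 7.5 µM in platelet-rich plasma)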;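 active means mean replicate score, as percent of positive control, at or above 50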
aSyn UTR inh = MLPCN primary screen, SNCA 5' untranslated region. alpha-synuclein 5'UTR reporter, inhibitor activity. inhibition, % (tested at 7.5 µM). 0.82% of 300,000 active. AID 1813, 2009; in the data active means inhibition above about 60%;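 further: H4 neuroglioblastoma cells stably carrying SNCA 5'UTR luciferase fusion; 0% = DMSO wells and 100% = positive control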
SKKanGAS inh = S. pyogenes SKKanGAS growth inhibitors in kanamycin, primary screen, streptokinase expression inhibitor project, SKKanGAS strain, BacTiter-Glo luminescence; 6 h; inhibition, % at 7.5 µM; 1.3% of 300,000 active; AID 1662, 2009;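 active means mean replicate score, as percent of positive control median, at least 50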;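 further: strain carries kanamycin resistance gene driven by streptokinase promoter and grows in 40 µg/ml kanamycin; loss of luminescence reflects streptokinase promoter inhibition or plain growth inhibition; 0% = median of DMSO wells and 100% = positive control at its reference dose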
HSP90 refold inh = HSP90 inhibitors, primary screen, cell lysate, luminescence; Heat shock protein HSP 90 (rabbit reticulocyte lysate; luciferase refolding); Rabbit reticulocyte lysate, luciferase refolding luminescence, 3 h; inhibition, % at 5.6 µM; 0.91% of 290,000 active; AID 1789, 2009;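 active means inhibition above the screen-wide mean plus 3 SD, computed separately per campaign, cut at about 16% in these data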;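 further: 0% = DMSO wells and 100% = 60 µM geldanamycin wells; inhibitors lower the luminescence because luciferase stays unfolded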
HSF1 activator = HSF-1 activators, primary screen, NIH3T3-HGL cells, MG132 stress, luminescence, single point. NIH3T3-HGL HSF-1 luciferase reporter, 8 h; 100% = twice DMSO control signal. 1.7% of 300,000 active. activation, % at 9 µM. AID 504408, 2011;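 active means mean replicate activation of at least 50% with a set share of replicates each reaching 50%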;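 further: 0% = median of the neutral control wells and 100% = twice that signal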
Active calls of the source: *; · = no result given.

SMILES	HSF1 inhib	IEC-6 cytotox	HIF act	AI-2 QS mod	KLF5 inh	Platelet DG rel	aSyn UTR inh	SKKanGAS inh	HSP90 refold inh	HSF1 activator
CC1CCCN(C/C=C/c2ccccc2[N+](=O)[O-])C1 (stereo unspecified)	-1	5	0.2	27	-16	3	-8	-2	1	-9
CCCOc1cccc(C(=O)N(Cc2ccc(OC)c(OC)c2)C2CCS(=O)(=O)C2)c1 (stereo unspecified)	-6	-2	-0.1	13	-6	-2	-4	1	0	8
CC(=O)Oc1ccccc1N(C(C)=O)S(=O)(=O)c1ccc2ccccc2c1	11	2	0.0	22	-1	1	-13	-6	-5	11
Cc1ccccc1Cn1c(=O)n(CCCC(=O)NCc2ccco2)c(=O)c2sccc21	2	-1	-0.1	19	7	9	31	-8	10	11
Cc1ccc(OCC(=O)Nc2ccccc2C(N)=O)cc1	13	1	1.5	26	-164	-2	-98	0	-2	57*
O=C(COC(=O)c1cc(=O)[nH]c(=O)[nH]1)Nc1cccc(S(=O)(=O)N2CCOCC2)c1	2	-6	2.4	8	-22	1	28	2	3	-9
CC(=O)N1CN(C2CCCC2)Cc2c1sc1c2CCCC1	-6	-1	-0.2	2	-17	-3	8	-10	-2	11
Cc1ccc(-c2nc(CS(=O)CC(=O)NCCN3CCCCCC3)c(C)o2)cc1 (stereo unspecified)	-1	-11	-0.5	13	0	6	20	-1	-3	-2
NC(=O)c1oc2ccccc2c1NC(=O)C1CCCCC1	4	6	-0.1	-2	-23	-30	11	-4	0	0
O=C(CCS(=O)(=O)c1cccc2nsnc12)N1CCN(c2ccccc2F)CC1	5	-5	0.0	8	-50	-1	-4	-6	-3	13
O=C(Cc1ccc(Br)cc1)NC1CCCc2ccccc21 (stereo unspecified)	2	-1	-1.1	·	-13	11	1	5	0	7
CCn1c(SCC(=O)NC2CC2)nnc1-c1ccccn1	3	5	0.1	18	6	-3	9	1	-1	-3
CC(=O)NC12CC3CC(C1)CC(C(=O)N1CCN(S(=O)(=O)c4ccc(C(C)C)cc4)CC1)(C3)C2	0	·	0.0	18	·	5	2	-2	·	1
COc1ccc(N2CCN(C(=O)c3ccc(CSc4ccccc4)cc3)CC2)cc1	12	-1	-0.3	22	-22	5	0	-7	0	0
CC(Sc1nc2cc([N+](=O)[O-])ccc2n1-c1cccc(C(F)(F)F)c1)C(=O)NC(N)=O (stereo unspecified)	-1	-2	-0.1	33	-6	-5	-3	51*	-4	2
CCn1c(SCC(=O)Nc2ccc(N3CCOCC3)cc2)nnc1-c1ccco1	-5	·	1.1	32	·	0	-13	-4	·	-4
C=CCNC(=S)NNc1nc(Nc2ccccc2)nc(N2CCCCC2)n1	7	5	-0.7	6	-83	-2	-6	8	-1	9
O=c1oc2cc(OCc3c(F)cccc3Cl)ccc2cc1-c1ccccn1	15	-6	0.7	3	-30	2	-107	18	-1	42
COc1ccc(N(CC(=O)Nc2cc(C)ccc2C)S(=O)(=O)c2ccccc2[N+](=O)[O-])c(OC)c1	6	6	-0.1	6	7	0	21	6	0	12
Cc1ccccc1C(=O)N1CCC(C(=O)NCc2ccc(Cl)cc2)CC1	1	5	0.1	26	0	0	-16	-2	9	-6
CCC1(C)Cc2ccccc2C(Nc2c(C)n(C)n(-c3ccccc3)c2=O)=N1 (stereo unspecified)	-5	-4	-0.6	19	-7	-2	-35	1	4	-3
CN(C(=O)CCNC(=O)Cn1cnc2ccccc2c1=O)c1ccccc1F	-89*	3	-0.3	8	12	1	-5	0	-1	-91
CCOc1ccc(CN2CCN(S(=O)(=O)c3ccc(NC(C)=O)cc3)CC2)cc1	-2	-2	-0.3	19	-15	-1	8	-1	-2	-10
CC(C)(C)OC(=O)N1CCC(Cc2cc(-c3cccnc3)no2)(C(=O)O)CC1	2	·	-0.9	12	·	1	14	4	·	-14
Cc1ccccc1NCC(=O)N/N=C/c1c(C)c(C(=O)c2ccc(Cl)cc2)n2ccccc12	-5	-5	0.8	-1	0	-4	-3	18	-1	3
COc1cc(OC)cc(C(=O)NC(=S)Nc2ccc3c4c(cccc24)CC3)c1	3	-1	-0.2	9	-22	1	7	-7	-1	-11
Cc1nc2c(c3c1[nH]c1ccccc13)C(O)CC(C)(C)C2 (stereo unspecified)	5	0	-0.2	-10	0	-3	1	0	2	3
CCc1ccc(NC(=O)COC(=O)CCc2nc3cc(S(=O)(=O)N(CC)CC)ccc3n2C)cc1	1	-3	0.6	46	-23	4	1	2	4	11
O=C(Nc1cccc(S(=O)(=O)N2CCCCCC2)c1)C1CCN(C(=O)c2ccc(F)cc2)CC1	-13	·	1.0	3	·	1	2	11	·	-12
CC(=O)c1ccc(OC(=O)N2CCOCC2)cc1	-1	-15	0.2	8	-44	3	-16	-1	-1	-2
O=C(NC1CCCC1)C(c1ccccc1)N(Cc1ccccc1)C(=O)c1csnn1 (stereo unspecified)	0	-5	-0.5	19	4	-50	9	1	-3	10
CN(C(=O)c1ccc2c(c1)CCN2S(C)(=O)=O)c1ccccc1	-1	-5	-0.6	4	-22	-4	-13	-6	0	10
O=C(CCN1CCOCC1)Nc1ccc(Cl)cc1	-4	1	-0.4	14	-28	1	-14	-5	2	-10
CCC(Oc1ccccc1)C(=O)N(C)CC(=O)N(CC(C)C)c1c(N)n(CC(C)C)c(=O)[nH]c1=O (stereo unspecified)	-7	·	0.2	5	·	3	7	2	·	-7
Cc1ccc(-c2nc3ncccn3c2NC2CCCC2)o1	4	5	-31	13	8	-1	3	-2	-1	-7
C/C=C\C(=O)Nc1cccc(C2=NOC3(C2)C[C@@H](C(N)=O)N(C(=O)CC(c2ccccc2)c2ccccc2)C3)c1 (stereo partly specified)	3	·	-0.1	-7	·	5	12	16	·	16
Cc1cccc(N2CC(C(=O)OCc3ccc([N+](=O)[O-])cc3)CC2=O)c1 (stereo unspecified)	12	-3	-0.7	18	-21	27	-2	-3	-2	5
O=C(Nc1nnc(SCc2cccnc2)s1)C1CC(=O)N(c2ccc(F)cc2)C1 (stereo unspecified)	-5	-1	-0.2	0	-14	3	15	29	2	-7
CCc1nnc2sc(-c3ccc(NC(=O)c4ccco4)cc3)nn12	4	-3	0.5	22	-14	-2	-56	5	-2	8
C=C1CCN([C@H](C(=O)NCc2ccccc2)C(C)C)S(=O)(=O)c2ccccc21	3	·	-0.3	36	·	-3	11	3	·	28
Cc1c(Cl)cccc1NC(=O)COC(=O)CCc1nc2ccccc2n1-c1ccccc1	4	-7	-0.7	40	-20	-3	4	-8	-6	3
CCCCC(CC)CNC(=O)CC1Nc2c3ccccc3nc(=S)n2C1=O (stereo unspecified)	5	-11	0.3	6	-10	-9	11	5	-4	-3
NC(=O)c1ccc(NC(=O)COC(=O)c2cccc(Oc3ccccc3)c2)cc1	-5	2	0.1	24	-27	13	7	-8	1	31
COc1ccccc1-n1cnc2cc(NCc3ccccn3)ccc21	-4	1	1.0	22	-10	3	-24	0	2	-3
CCOC(=O)c1ccc(NS(=O)(=O)N2CCCCCC2)cc1	7	7	0.1	7	-46	5	-36	3	1	6
CCC(C)Sc1cccc(-c2nc3ccc(C)cn3c2NC2CCCCC2)c1 (stereo unspecified)	9	·	-3.2	12	·	-2	27	5	·	17
O=S(=O)(Nc1ccc2cn[nH]c2c1)c1ccc(Cl)s1	-4	0	-0.4	50	-26	4	27	4	1	-5
Cc1cc(NS(=O)(=O)c2ccc(NC(=O)c3cc4cc(Br)ccc4oc3=O)cc2)no1	-1	-8	-0.3	80	2	3	0	3	-2	3
CCOC(=O)c1cc2c(ccn2C)n1Cc1ccc(C#N)cc1	6	-4	-0.2	23	2	-3	3	-5	0	23
O=C1CCCN1CCCNC(=S)Nc1ccc(F)c(Cl)c1	·	9	·	19	-8	4	-8	-2	0	·
O=C(CSc1ccccc1)NCC1(N2CCOCC2)CCCCC1	-6	·	0.4	12	·	·	-6	0	·	-2
Cc1cccc(NC(=O)CSc2nnc(-c3ccco3)o2)c1C	10	-3	0.2	53	-23	-1	-1	-4	1	2
C=CCNC(=O)/C(=C\c1ccc([N+](=O)[O-])cc1)NC(C)=O	·	0	·	11	16	·	·	1	3	·
COc1ccc(C(=O)N/N=C/C(Br)=C/c2ccccc2)cc1	116	-2	3.3	20	-44	31	-58	-17	2	148*
COC(=O)C1=C(O)/C(=C\c2ccc(CNC(=O)C(=O)Nc3ccc(C)cc3)o2)N=C1C	-6	-2	-0.3	14	-8	2	18	7	5	4
CCn1c(C(=O)N2CCCC(C(=O)NCCCc3ccccc3)C2)cc2sccc21 (stereo unspecified)	4	-1	-0.4	-14	-23	-3	10	-5	-2	5
O=C(NCc1cccnc1)c1cccnc1Sc1ccc(Cl)cc1	2	0	0.2	14	-4	4	-8	0	-1	-1
O=C(N(Cc1ccccc1)c1ccccn1)C12CC3CC(CC(C3)C1)C2	2	-6	-0.1	6	-19	-5	-3	7	-4	10
CN(C)CCCN(C(=O)c1ccc(S(=O)(=O)N2CCCCCC2)cc1)c1nc2c(F)cc(F)cc2s1	2	·	0.6	16	·	28	1	-6	·	3
COC(=O)c1cc(-c2c(-c3ccc4c(c3)OCO4)noc2-c2ccsc2)cc([N+](=O)[O-])c1	12	0	1.8	2	-13	8	-20	7	-3	23

Entries above that bear a hit mark in HSF1 inhib:
| SMILES | HSF1 inhib | AI-2 QS mod | KLF5 inh | Platelet DG rel | aSyn UTR inh | HSP90 refold inh | HSF1 activator |
| --- | --- | --- | --- | --- | --- | --- | --- |
| CN(C(=O)CCNC(=O)Cn1cnc2ccccc2c1=O)c1ccccc1F | -89* | 8 | 12 | 1 | -5 | -1 | -91 |

Later entries.
SMILES	HSF1 inhib	IEC-6 cytotox	HIF act	AI-2 QS mod	KLF5 inh	Platelet DG rel	aSyn UTR inh	SKKanGAS inh	HSP90 refold inh	HSF1 activator
COc1cc(Cl)cc(C2NC(=S)NC(c3ccccc3)=C2C(C)=O)c1OCC(=O)O (stereo unspecified)	-7	0	0.0	6	-10	8	-16	9	-1	-4
COc1ccccc1C(c1nnnn1Cc1ccccc1)N1CCC(C(N)=O)CC1 (stereo unspecified)	1	-3	-0.2	-1	-41	-2	-8	10	1	-2
COc1ccc(CNC(=O)c2ccc(Cn3nc(C)cc3C)o2)cc1	7	-2	0.1	18	-5	2	-2	6	-3	-21
Cn1cccc1-c1cc(C(=O)N2CCc3c([nH]c4ccccc34)C2c2ccccn2)[nH]n1 (stereo unspecified)	3	0	4.1	53	17	1	8	22	2	12
Cc1ccc2nc3c(c(C(=O)OC4CCOC4=O)c2c1)CCCC3 (stereo unspecified)	-1	-2	-0.5	-3	-2	-2	-10	-1	-8	30
CC(O)Cc1cn(CC(=O)N2CCN(C(=O)OC(C)(C)C)CC2)nn1 (stereo unspecified)	-3	3	-1.0	28	3	-5	-8	17	11	-13
COc1ccc(Br)cc1S(=O)(=O)n1nc(C)cc1C	-3	5	1.4	-4	-14	-4	6	7	1	13
CCC(C)c1ccc(O)c(/C=N/O)c1 (stereo unspecified)	-3	-3	-1.9	27	-49	-4	-8	13	-1	14
